Screens (PubChem BioAssay)
eLon inh – inhibitors of E. coli Lon protease, primary screen, biochemical, fluorescence polarization; P0A9M0; purified E. coli Lon protease; inhibition, % at 7.94 µM; 360,000 compounds, 0.42% hits; AID 602123, 2011; in the data active = inhibition above about 13%, passing the limit was not always enough;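 note: 0% = enzyme with probe and DMSO and 100% = no enzyme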
SUMO1 PPI mod – modulators of SUMO1 protein-protein interactions, primary screen, biochemical, uHTS; Small ubiquitin-related modifier 1 (Homo sapiens), P63165; SUMO1 binding to a labelled peptide, TR-FRET, 1 h; inhibition, % at 20 µM; 360,000 compounds, 0.33% hits; AID 602429, 2012; in the data active = inhibition above about 37%
Tb MetRS inh – T. brucei MetRS inhibitors, primary screen, biochemical, luminescence | methionyl-tRNA synthetase (Trypanosoma brucei brucei) | inhibition, % at 11.9 µM | 360,000 compounds, 0.4% hits | purified T. brucei MetRS, ATP depletion, Kinase-Glo luminescence | AID 624268, 2012;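 active = inhibition above a per-plate cutoff of the control wells' mean inhibition plus 3 SD, cut at about 5.5% in these data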;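 note: 0% = DMSO wells median and 100% = median of wells with control inhibitor compound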
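Dosing: 11.9 µM single point; system: parasite MetRS enzyme; technique: luminescence of leftover ATP; times: 15 min enzyme-compound preincubation, 2 h reaction, 10 min detection, 25 °C; replicates: each compound tested once; read-out basis: percent inhibition relative to median high and low control wells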
MsrA inhibitor – bovine MsrA enzyme inhibitors, primary screen, biochemical, absorbance, HTS. AID 651718, 2012. 360,000 compounds, 0.75% hits. inhibition, % at 15.5 µM. purified bovine MsrA, absorbance read-out; in the data active = inhibition above about 4.5%;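 note: 0% = vehicle wells with enzyme and 100% = reference inhibitor wells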
DNMT1 block – human DNMT1 methyltransferase inhibitors, primary screen, biochemical, molecular beacon, fluorescence, HinP1I cleavage, uHTS | DNA (cytosine-5)-methyltransferase 1 (Homo sapiens), P26358 | inhibition (reported as % activation of signal), % at 10 µM | 360,000 compounds, 0.83% hits | AID 588458, 2011; in the data active = inhibition above about 50%
Scp1 inh – Scp-1 phosphatase inhibitors, primary screen, biochemical, colorimetric, uHTS. Carboxy-terminal domain RNA polymerase II polypeptide A small phosphatase 1 (Homo …. Recombinant Scp1, phosphopeptide, malachite green phosphate absorbance. inhibition, % at 20 µM. 340,000 compounds, 0.88% hits;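 active = inhibition above about 50% at 20 µM, limit read from the data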;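 note: plate controls were DMSO wells with enzyme for no effect and wells lacking enzyme for full effect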
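Test system: SCP-1 phosphatase catalytic domain, residues 76-261 | Compound dosing: One concentration, 20 µM, with 1.0% DMSO | Schedule: 45 min room-temperature reaction, 5 min colour, 30 min stabiliser | Detection: Absorbance at 630 nm | Read-out basis: % inhibition of SCP-1 phosphate liberation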
STEP block – STEP phosphatase inhibitors, primary screen, biochemical, fluorescence intensity, uHTS | recombinant STEP, OMFP fluorogenic substrate | inhibition, % at 20 µM | 360,000 compounds, 0.25% hits;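 active = inhibition at 20 µM, scaled per plate between control wells, above about 37%, limit read from the data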;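 note: 0% = DMSO with enzyme and substrate and 100% = substrate only without enzyme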
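medium = Bis-Tris buffer pH 6.0, 2.5 mM DTT, 0.005% Tween 20 | test system = STEP (striatal-enriched tyrosine phosphatase) enzyme, cell-free | measure = normalized % inhibition | compound dosing = 20 µM, 1% DMSO | also added = 25 µM OMFP | schedule = reaction 20 min, ambient temperature | measured by = fluorescence read at 480 nm ex / 540 nm em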
LMPTP block – LMPTP phosphatase inhibitors, primary screen, biochemical, fluorescence intensity, uHTS. Low molecular weight phosphotyrosine protein phosphatase (Homo sapiens), P24666. AID 651560, 2012. recombinant LMPTP-A, OMFP fluorogenic substrate. inhibition, % at 20 µM. 360,000 compounds, 0.22% hits;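 active = compounds that cut the enzyme signal by at least half of the control window in the single-dose screen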;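 note: plate controls were DMSO wells with enzyme plus substrate for no effect and substrate without enzyme for full effect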
Target sequence (P24666 whole entry, looked up): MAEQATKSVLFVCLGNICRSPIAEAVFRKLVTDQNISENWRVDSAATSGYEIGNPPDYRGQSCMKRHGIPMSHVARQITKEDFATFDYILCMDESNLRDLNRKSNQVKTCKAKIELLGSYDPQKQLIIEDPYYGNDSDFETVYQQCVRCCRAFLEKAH
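test system = LMPTP-A | amount = 0.625 nM LMPTP-A final | reagent = fluorogenic phosphatase substrate OMFP at 400 µM final | incubation = 50 min at room temperature | benchmarks = no-enzyme low control, uninhibited high control | medium = Bis-Tris pH 6.0, DTT, detergent | signal = fluorescence intensity of OMFP turnover product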
CendR NRP1 mod – modulators of CendR peptide binding to NRP-1, primary screen, biochemical, fluorescence polarization, uHTS; AID 602438, 2012; Neuropilin-1 (Homo sapiens), O14786; inhibition, % at 25 µM; FAM-RPARPAR peptide binding to NRP-1; 360,000 compounds, 0.85% hits;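 active = inhibition or corrected inhibition above about 18%, plus a signal ratio from 0.5 to 1.5, limit read from the data, passing the limit was not always enough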; note: strong numbers were not always called active
Target sequence (O14786 whole entry, looked up): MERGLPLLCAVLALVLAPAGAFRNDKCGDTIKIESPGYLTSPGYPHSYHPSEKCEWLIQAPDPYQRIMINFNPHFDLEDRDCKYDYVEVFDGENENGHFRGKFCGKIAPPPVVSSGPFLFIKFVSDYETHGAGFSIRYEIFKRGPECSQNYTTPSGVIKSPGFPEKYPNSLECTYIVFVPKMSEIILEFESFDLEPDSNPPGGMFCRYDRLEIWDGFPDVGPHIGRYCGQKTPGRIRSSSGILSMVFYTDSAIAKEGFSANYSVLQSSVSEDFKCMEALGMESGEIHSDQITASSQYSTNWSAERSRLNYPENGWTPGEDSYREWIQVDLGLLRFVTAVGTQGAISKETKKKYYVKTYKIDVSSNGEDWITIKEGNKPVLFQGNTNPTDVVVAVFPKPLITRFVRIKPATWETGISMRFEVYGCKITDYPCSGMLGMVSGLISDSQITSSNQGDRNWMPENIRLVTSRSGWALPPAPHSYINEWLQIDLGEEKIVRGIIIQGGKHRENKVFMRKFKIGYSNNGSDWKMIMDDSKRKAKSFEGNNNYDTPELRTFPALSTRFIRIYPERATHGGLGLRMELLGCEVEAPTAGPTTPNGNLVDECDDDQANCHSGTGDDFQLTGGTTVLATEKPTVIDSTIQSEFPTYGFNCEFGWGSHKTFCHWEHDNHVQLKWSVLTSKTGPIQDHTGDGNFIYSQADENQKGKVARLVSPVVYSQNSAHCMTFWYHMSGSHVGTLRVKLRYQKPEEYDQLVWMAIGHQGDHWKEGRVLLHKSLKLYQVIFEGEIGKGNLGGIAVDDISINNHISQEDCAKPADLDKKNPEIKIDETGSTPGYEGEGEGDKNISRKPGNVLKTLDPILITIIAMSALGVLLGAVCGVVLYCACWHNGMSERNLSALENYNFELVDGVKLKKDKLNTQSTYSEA
bovine MsrA act – bovine MsrA enzyme activators, primary screen, biochemical, absorbance, HTS; Methionine sulfoxide reductase A (Bos taurus); purified bovine MsrA, absorbance read-out; activation, % at 10.6 µM; 360,000 compounds, 0.3% hits; AID 602163, 2012; in the data active = activation above about 7.5%;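 note: 0% = vehicle and 100% = reference activator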
Active calls of the source: *.

`Cc1cc(C)c2c(C)nn(-c3ccccc3)c2n1` gave eLon inh -2.8, SUMO1 PPI mod 0.6, Tb MetRS inh 0.5, MsrA inhibitor -1.0, DNMT1 block 0.0, Scp1 inh -6.7, STEP block -0.2, LMPTP block 0.3, CendR NRP1 mod -2.7 and bovine MsrA act -0.5.
For COc1ccc(OC)c(NC(=O)CCCc2ccccc2)c1 the results were eLon inh -8.4, SUMO1 PPI mod -2.3, Tb MetRS inh 0.1, MsrA inhibitor 0.7, DNMT1 block 1.9, Scp1 inh -2.8, STEP block -0.4, LMPTP block -0.9, CendR NRP1 mod 11.5 and bovine MsrA act -2.9.
Screening CCCOC(=O)c1ccc(NC(=O)/C=C/c2cccs2)cc1 returned eLon inh 6.5, SUMO1 PPI mod -8.5, Tb MetRS inh -0.3, MsrA inhibitor 3.2, DNMT1 block -1.9, Scp1 inh -10.5, STEP block -1.6, LMPTP block 2.5, CendR NRP1 mod -9.3 and bovine MsrA act -3.8.
`Cc1cc(C)cc(NC(=S)NC(=O)Cc2ccccc2)c1` gave eLon inh -6.0, SUMO1 PPI mod 8.9, Tb MetRS inh -0.5, MsrA inhibitor -1.7, DNMT1 block 0.0, Scp1 inh -9.8, STEP block 1.8, LMPTP block 1.8, CendR NRP1 mod 6.8 and bovine MsrA act -6.7.
`O=C(CN1C(=O)NC2(CCCCCC2)C1=O)Nc1ccccc1[N+](=O)[O-]` gave eLon inh -8.2, SUMO1 PPI mod -25.0, Tb MetRS inh -0.1, MsrA inhibitor 0.3, DNMT1 block 0.9, Scp1 inh -15.3, STEP block -0.1, LMPTP block -0.9, CendR NRP1 mod -12.7 and bovine MsrA act -4.1.
For O=C1C=C(c2ccccc2)OC2(CCCC2)O1 the results were eLon inh 3.8, SUMO1 PPI mod -1.9, Tb MetRS inh -0.2, MsrA inhibitor -0.6, DNMT1 block -2.5, Scp1 inh -4.6, STEP block -0.6, LMPTP block -0.6, CendR NRP1 mod 2.3 and bovine MsrA act -1.6.
Screening Cc1cc(/C=C2\SC(=S)NC2=O)c(C)n1-c1ccc(O)cc1 returned eLon inh -145.1, SUMO1 PPI mod -1.5, Tb MetRS inh 0.3, MsrA inhibitor 0.5, DNMT1 block 2.3, Scp1 inh -11.7, STEP block -5.6, LMPTP block 2.3, CendR NRP1 mod -246.5 and bovine MsrA act -7.3.
For CC1=C(C(=O)N(C)C)CC(CC(=O)NC2CCCCC2)C(=O)N1Cc1ccc(F)cc1 (centres undefined) the results were eLon inh -4.1, SUMO1 PPI mod 3.9, Tb MetRS inh 0.4, MsrA inhibitor -1.1, DNMT1 block 1.8, STEP block -0.2, LMPTP block -0.2, CendR NRP1 mod 11.9 and bovine MsrA act -2.0.
For C[C@@H]1CN([C@H](C)CO)C(=O)CCCn2nncc2CO[C@H]1CN(C)S(=O)(=O)c1ccccc1 the results were eLon inh -0.7, SUMO1 PPI mod 6.7, Tb MetRS inh -1.2, MsrA inhibitor 0.7, DNMT1 block 3.2, STEP block 1.1, LMPTP block -2.8, CendR NRP1 mod -6.8 and bovine MsrA act -4.6.
O=C(Nc1ccc(CN2CCOCC2)cc1)c1cccs1 was read as eLon inh -6.8, SUMO1 PPI mod 1.4, Tb MetRS inh -0.1, MsrA inhibitor -0.8, DNMT1 block -2.2, Scp1 inh -4.4, STEP block -3.5, LMPTP block -0.2, CendR NRP1 mod -0.5 and bovine MsrA act -2.1.
Screening CCCCCn1c(=O)[nH]c2cc(C(=O)NCCCN3CCC(C)CC3)ccc2c1=O returned eLon inh 1.1, SUMO1 PPI mod -1.7, Tb MetRS inh 0.3, MsrA inhibitor -1.0, DNMT1 block -5.5, Scp1 inh -4.3, STEP block -1.4, LMPTP block -1.4, CendR NRP1 mod 28.0* and bovine MsrA act 1.1.
`Cn1c(=NN=Cc2ccccc2OCCO)sc2ccccc21` gave eLon inh -5.8, SUMO1 PPI mod -3.7, Tb MetRS inh -0.4, MsrA inhibitor 3.3, DNMT1 block 2.5, STEP block -1.7, LMPTP block -0.5, CendR NRP1 mod -8.4 and bovine MsrA act -6.8.
Screening Cc1cc(=O)oc2cc(OC(C)C(=O)NC3CCCC3)ccc12 (centres undefined) returned eLon inh 13.0, SUMO1 PPI mod 5.3, Tb MetRS inh 0.0, MsrA inhibitor -0.1, DNMT1 block -1.1, Scp1 inh 2.6, STEP block 1.9, LMPTP block -0.5, CendR NRP1 mod -2.1 and bovine MsrA act -7.0.
`COc1cc2ccc(CC(N)=O)cc2cc1OC` gave eLon inh -4.6, SUMO1 PPI mod 7.8, Tb MetRS inh 0.1, MsrA inhibitor 0.4, DNMT1 block 51.8*, STEP block -1.3, LMPTP block 21.7, CendR NRP1 mod 37.0* and bovine MsrA act 3.2.
Screening CCC(=O)N(Cc1cc2cc(OC)ccc2[nH]c1=O)c1ccccc1OC returned eLon inh 3.3, SUMO1 PPI mod -2.3, Tb MetRS inh 0.0, MsrA inhibitor -0.3, DNMT1 block -1.8, STEP block -0.3, LMPTP block -1.9, CendR NRP1 mod -6.3 and bovine MsrA act -5.8.
`CCOc1ccc(NS(=O)(=O)c2cc(Cl)ccc2OC)cc1` gave eLon inh 0.4, SUMO1 PPI mod -2.9, Tb MetRS inh -0.3, MsrA inhibitor 1.0, DNMT1 block -5.1, Scp1 inh -6.4, STEP block 0.7, LMPTP block 0.1, CendR NRP1 mod 22.4* and bovine MsrA act 1.5.
`CN1CCN(C2=Cc3ccccc3Sc3cc(F)c(F)cc32)CC1` gave eLon inh 4.9, SUMO1 PPI mod -1.3, Tb MetRS inh 0.2, MsrA inhibitor 0.6, DNMT1 block -4.1, Scp1 inh -10.4, STEP block -5.3, LMPTP block -1.1, CendR NRP1 mod 8.3 and bovine MsrA act -1.1.
COc1ccc(C(=O)NC(=S)SCC(=O)O)cc1 was read as eLon inh -1.8, SUMO1 PPI mod 3.1, Tb MetRS inh 0.3, MsrA inhibitor -1.7, DNMT1 block -0.4, Scp1 inh -0.8, STEP block 6.4, LMPTP block -1.0, CendR NRP1 mod 3.5 and bovine MsrA act -3.9.
For CCOC(=O)N1CCN(c2c(NCCCN(C)c3ccccc3)c(=O)c2=O)CC1 the results were eLon inh -2.0, SUMO1 PPI mod 6.1, Tb MetRS inh -0.6, MsrA inhibitor -0.3, DNMT1 block -0.8, Scp1 inh -3.4, STEP block -0.4, LMPTP block -0.5, CendR NRP1 mod -6.4 and bovine MsrA act -0.5.
`CC(Sc1nc(-c2ccccc2)cc(C(F)(F)F)n1)C(=O)N1CCCC1` (centres undefined) gave eLon inh -6.0, SUMO1 PPI mod 8.2, Tb MetRS inh 0.2, MsrA inhibitor -1.2, DNMT1 block 0.2, Scp1 inh -7.4, STEP block 0.5, LMPTP block 0.1, CendR NRP1 mod -0.8 and bovine MsrA act -2.0.
For COC(=O)c1ccccc1NC(=O)Cc1ccccc1OC the results were eLon inh -3.0, SUMO1 PPI mod 11.8, Tb MetRS inh 0.0, MsrA inhibitor -0.9, DNMT1 block 1.8, Scp1 inh -4.3, STEP block -4.7, LMPTP block -1.0, CendR NRP1 mod 5.5 and bovine MsrA act -0.8.
N=c1n(CCOc2ccccc2)c2ccccc2n1CCN1CCOCC1 was read as eLon inh -6.9, SUMO1 PPI mod 0.2, Tb MetRS inh 2.3, MsrA inhibitor 0.1, DNMT1 block 2.9, Scp1 inh -2.2, STEP block 2.4, LMPTP block 0.0, CendR NRP1 mod -4.4 and bovine MsrA act 0.9.
Screening O=C(CCCOC(=O)c1ccc(O)cc1)c1ccccc1 returned eLon inh -10.3, SUMO1 PPI mod 3.1, Tb MetRS inh 0.2, MsrA inhibitor -1.0, DNMT1 block -3.5, Scp1 inh -9.6, STEP block -2.5, LMPTP block 0.0, CendR NRP1 mod 2.7 and bovine MsrA act -4.2.
Screening Cc1nc(SCC(=O)NC2CCS(=O)(=O)C2)c2c(C)c(C)sc2n1 (centres undefined) returned eLon inh -0.8, SUMO1 PPI mod -1.0, Tb MetRS inh 0.0, MsrA inhibitor 0.6, DNMT1 block 2.4, Scp1 inh -5.7, STEP block 0.2, LMPTP block -0.7, CendR NRP1 mod 0.4 and bovine MsrA act -1.5.
Screening Cc1nc2ccc(NC(=O)c3cc(S(=O)(=O)N4CCOCC4)ccc3C)cc2s1 returned eLon inh -5.3, SUMO1 PPI mod 5.7, Tb MetRS inh 1.7, MsrA inhibitor -1.3, DNMT1 block -1.0, Scp1 inh -0.1, STEP block -0.8, LMPTP block 0.5, CendR NRP1 mod 18.6 and bovine MsrA act 0.9.
C[C@H](NC(=O)c1nc[nH]c1C(=O)N1CCc2ccccc2C1)c1ccccc1 was read as eLon inh -7.0, SUMO1 PPI mod 2.0, Tb MetRS inh -0.2, MsrA inhibitor -0.4, DNMT1 block -5.8, Scp1 inh -4.4, STEP block 1.7, LMPTP block 0.9, CendR NRP1 mod 23.1 and bovine MsrA act 7.2.
Screening CCOC(=O)N/N=C(\c1ccccc1)C(O)c1ccccc1 (centres undefined) returned eLon inh 2.4, SUMO1 PPI mod -4.9, Tb MetRS inh -0.4, MsrA inhibitor -0.5, DNMT1 block -4.3, Scp1 inh -1.7, STEP block -3.8, LMPTP block -2.1, CendR NRP1 mod -16.8 and bovine MsrA act -2.0.
C[C@H]1CN([C@@H](C)CO)C(=O)c2cccc(NC(=O)c3cnccn3)c2O[C@@H]1CN(C)C(=O)Nc1ccc2c(c1)OCO2 was read as eLon inh -4.5, SUMO1 PPI mod 5.2, Tb MetRS inh -0.1, MsrA inhibitor -0.2, DNMT1 block -1.4, Scp1 inh -5.8, STEP block -2.1, LMPTP block -0.9, CendR NRP1 mod -1.0 and bovine MsrA act -1.9.
For O=C(NCCCN1CCOCC1)C1CCC(=O)N1CCc1ccccc1 (centres undefined) the results were eLon inh -0.5, SUMO1 PPI mod 0.2, Tb MetRS inh 0.2, MsrA inhibitor 0.2, DNMT1 block 0.2, Scp1 inh -12.9, STEP block -0.5, LMPTP block -1.2, CendR NRP1 mod 4.7 and bovine MsrA act -0.6.
